# Rab7 wt modul – modulators of GTP binding to Rab7, primary screen, biochemical, wildtype, multiplex bead flow cytometry; Rab7 GTPase wild type (dog), Bodipy-FL-GTP binding; GST-Rab7 beads, fluorescent GTP binding; actives lie on both sides; untreated = 100%, excess cold GTP = 0%; GTP binding activity (percent of control), % at 10 µM; 190,000 tested, 0.055% active; AID 758, 2007;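 active means fluorescent GTP binding to Rab7 beads changed by at least 20 points from the 100% baseline, either direction, mostly lower; inconclusive means compound itself probably fluorescent, or too few beads counted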;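 further: median green fluorescence of bound Bodipy-FL-GTP per Rab7 bead population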
# RGS8-Gao reg – RGS8-Galphao binding modulators, primary screen, biochemical, multiplexed bead flow cytometry; Guanine nucleotide-binding protein G(o) subunit alpha (Homo sapiens), P09471; actives lie on both sides; response (percent of control binding), % at 10 µM; 220,000 tested, 0.34% active; AID 1423, 2008; in the data active means response below about 60% or above about 140%; inactive means in between;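 further: Galphao activated as the GDP aluminium fluoride complex binding bead-coupled RGS8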
# Target sequence (P09471 whole entry, looked up): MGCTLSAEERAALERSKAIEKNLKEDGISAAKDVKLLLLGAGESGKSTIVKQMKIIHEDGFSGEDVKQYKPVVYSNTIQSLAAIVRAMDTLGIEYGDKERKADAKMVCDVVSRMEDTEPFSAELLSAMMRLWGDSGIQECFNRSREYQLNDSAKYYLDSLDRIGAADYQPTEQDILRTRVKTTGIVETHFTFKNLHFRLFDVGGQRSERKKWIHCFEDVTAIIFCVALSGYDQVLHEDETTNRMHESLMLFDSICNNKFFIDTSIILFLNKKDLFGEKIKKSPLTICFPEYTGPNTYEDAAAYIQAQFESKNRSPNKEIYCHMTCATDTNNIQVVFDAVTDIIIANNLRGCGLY
# Pf gamet viab – late stage P. falciparum gametocyte viability inhibitors, primary screen, ATP luminescence, HTS; AID 743093, 2013; 150,000 tested, 0.065% active; P. falciparum stage V gametocytes, 24 h; inhibition, % at 10.9 µM;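 active means inhibition above the mean plus 3 SD of compounds within the control limits, set per campaign, cut at about 38% in these data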;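 further: 0% = DMSO wells and 100% = medium only without gametocytes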
# Mcl1-Noxa inh – Mcl-1/Noxa binding inhibitors, primary screen, biochemical, TR-FRET, 1536-well; TR-FRET Mcl-1/Noxa peptide binding, 2 h; inhibition, % at 21.7 µM; 220,000 tested, 1.5% active;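 active means compounds that cut the protein-peptide binding signal by more than 50% relative to plate controls in a single-dose test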;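 further: His-tagged Mcl-1 with rhodamine Noxa BH3 peptide and terbium anti-His antibody; 0% = Mcl-1 plus Noxa peptide wells and 100% = peptide-only wells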
# Target sequence (Q07820 whole entry, looked up): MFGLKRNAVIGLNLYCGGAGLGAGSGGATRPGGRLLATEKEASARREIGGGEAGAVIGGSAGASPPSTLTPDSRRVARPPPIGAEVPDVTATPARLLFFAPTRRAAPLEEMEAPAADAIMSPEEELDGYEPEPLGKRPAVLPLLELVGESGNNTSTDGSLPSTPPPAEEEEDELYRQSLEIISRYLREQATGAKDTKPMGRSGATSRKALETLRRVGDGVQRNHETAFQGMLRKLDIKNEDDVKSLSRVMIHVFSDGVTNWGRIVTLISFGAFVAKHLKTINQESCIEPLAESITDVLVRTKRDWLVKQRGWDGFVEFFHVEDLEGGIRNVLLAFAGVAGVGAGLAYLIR
# Mcl1 Bid PPI – Mcl-1/Bid binding inhibitors, primary screen, biochemical, TR-FRET, 1536-well; Induced myeloid leukemia cell differentiation protein Mcl-1 (Homo sapiens), Q07820; TR-FRET Mcl-1/Bid-Dy647 peptide binding; inhibition, % at 21.7 µM; 220,000 tested, 0.97% active;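 active means compounds that cut the binding signal by more than half at the single screening dose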;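 further: His-tagged Mcl-1 with europium anti-His antibody binding Bid BH3 peptide; 0% = Mcl-1 plus peptide wells and 100% = peptide-only wells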
# Cdc42 wt – modulators of GTP binding to wildtype Cdc42, primary screen, biochemical, multiplex bead flow cytometry, Bodipy-GTP | Cell division control protein 42 homolog (Homo sapiens), P60953 | 190,000 tested, 0.2% active | GST-Cdc42 beads; actives lie on both sides | percent activity (GTP binding), % at 10 µM;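 active means percent activity GTP binding at least 20 points away from the 100% baseline, either down as inhibitor or up as activator; inconclusive means compound flagged as likely green fluorescent from well-wide comparison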;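 further: median bead fluorescence of bound Bodipy-FL-GTP at 100 nM; 0% = excess unlabeled GTP control and 100% = no compound control; below 100% means less GTP binding so inhibitor and above means activator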
# Target sequence (P60953 whole entry, looked up): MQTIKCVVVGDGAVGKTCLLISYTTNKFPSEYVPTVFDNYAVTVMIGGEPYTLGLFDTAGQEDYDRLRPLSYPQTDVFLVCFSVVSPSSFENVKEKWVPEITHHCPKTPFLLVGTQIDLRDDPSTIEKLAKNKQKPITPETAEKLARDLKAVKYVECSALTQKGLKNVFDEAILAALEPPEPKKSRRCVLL
# Bim-Mcl-1 – inhibitors of Bim peptide binding to Mcl-1, primary screen, biochemical, bead-based flow cytometry, multiplex; Induced myeloid leukemia cell differentiation protein Mcl-1 (Homo sapiens), Q07820; Bim peptide-Mcl-1 binding; inhibition, % at 10 µM; 190,000 tested, 0.1% active; in the data active means inhibition above about 40%;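 further: 0% = no compound tracer wells and 100% = peptide blocker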
# Rac1 wt GTP bind – wildtype Rac1 GTP binding modulators, primary screen, biochemical, GST-Rac1 beads, flow cytometry, multiplex; Ras-related C3 botulinum toxin substrate 1 (Homo sapiens), P63000; fluorescent GTP binding; actives lie on both sides; 0 = cold GTP competed, 100 = untreated; GTP binding activity (% of control), % at 10 µM; 190,000 tested, 0.27% active; AID 757, 2007;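 active means GTP binding activity at least 20 points away from the 100% control level, either lower or higher; inconclusive means compound flagged as likely green fluorescent, judged across all proteins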
# Rab2 wt GTP – modulators of GTP binding to Rab2A wildtype, primary screen, biochemical, dog, bead-based flow cytometry, multiplex; Ras-related protein Rab-2A (Canis lupus familiaris), P61105; GST-Rab2 wt beads, Bodipy-GTP binding; GTP binding activity, % at 10 µM; 190,000 tested, 0.19% active;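 active means GTP binding activity at least 20 points away from 100%, either lowered or raised; inconclusive means signal likely due to the compound's own green fluorescence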;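 further: 0% = beads with excess unlabeled GTP and 100% = no-compound control corrected for plate trend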
# HRas wt GTP – modulators of GTP binding to HRas wildtype, primary screen, biochemical, bead-based flow cytometry, multiplex | GST-Ras wt beads, Bodipy-FL-GTP binding; actives lie on both sides | GTP binding activity, % at 10 µM | 190,000 tested, 0.14% active | AID 759, 2007;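 active means GTP binding activity at least 20% away from the 100% baseline, either lowered as inhibitor or raised as activator; inconclusive means flagged as likely green fluorescent, judged across all proteins in the well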;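 further: 0% = unlabeled GTP competition control and 100% = no-compound control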
# Target sequence (P01112 whole entry, looked up): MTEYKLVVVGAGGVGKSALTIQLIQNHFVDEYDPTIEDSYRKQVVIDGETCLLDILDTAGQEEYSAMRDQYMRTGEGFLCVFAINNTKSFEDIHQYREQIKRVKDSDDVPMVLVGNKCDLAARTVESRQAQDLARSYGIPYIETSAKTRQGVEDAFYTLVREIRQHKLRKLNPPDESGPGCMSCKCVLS
# Rac1 mut GTP – GTP binding modulators of activated mutant Rac1, primary screen, biochemical, bead-based flow cytometry, multiplex, fluorescent GTP; Ras-related C3 botulinum toxin substrate 1 (Homo sapiens), P63000; GST-Rac1 activated beads; actives lie on both sides; 100% means binding = to untreated wells; percent activity (GTP binding), % at 10 µM; 190,000 tested, 0.11% active; AID 764, 2007;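 active means GTP binding at least 20 percentage points away from the 100% baseline, in either direction, so actives lie on both sides; inconclusive means Compound likely fluorescent itself, or too few beads counted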
# * hit, by the source's call; u = inconclusive; x = no result given.
canonical_smiles,Rab7 wt modul,RGS8-Gao reg,Pf gamet viab,Mcl1-Noxa inh,Mcl1 Bid PPI,Cdc42 wt,Bim-Mcl-1,Rac1 wt GTP bind,Rab2 wt GTP,HRas wt GTP,Rac1 mut GTP
COc1cc(/C=N\NC(=O)c2ccc(C)nc2)ccc1OC(=O)c1ccco1,99,96,-8,12,9,102,-4,102,99,99,98
CC(=O)N1CCc2cc(C(=O)CN3CCN(c4ccccc4F)CC3)ccc21,100,104,x,0,-20,100,-1,103,99,102,98
CCOc1cc(C2NC(=O)NC(C)=C2C(=O)OC(C)CC)cc(Br)c1O (stereo not given),97,104,x,3,-56,99,0,101,98,98,98
Cc1ccc(NC(=O)C2CCN(S(=O)(=O)c3ccccc3)CC2)cc1,100,100,-3,9,-21,96,-3,101,96,98,99
CC1(C)OC(=O)C(=CNc2ncccn2)C(=O)O1,96,98,16,20,1,97,-2,96,96,99,95
COn1c(SCc2ccccc2)nc2ccccc2c1=O,99,104,12,7,32,97,0,98,99,101,96
Cc1cccc(N2C(=O)CC(n3ccnc3)C2=O)c1C (stereo not given),98,98,-15,-2,-17,100,-2,96,98,95,95
Cc1cc(NC(=O)CSc2nc(C(C)(C)C)nc3ccccc23)no1,98,103,10,-134,-21,99,2,103,98,100,96
O=C(c1ccco1)N1CCN(c2c([N+](=O)[O-])nn(-c3ccc(Cl)cc3)[n+]2[O-])CC1,106,100,-24,-2,-14,96,0,95,99,96,91
CCOC(=O)/C=C1\Nc2ccccc2SC1=O,105,107,x,-8,-19,104,0,106,104,103,102
Cc1cc(NC(=O)CSc2nc(-c3ccco3)cc(C(F)(F)F)n2)n(-c2ccccc2)n1,96,105,x,-3,-10,106,-3,106,100,104,102
O=c1[nH]c(=O)n(CCc2ccc(F)cc2)c(O)c1C=NCc1ccc2c(c1)OCO2,100,102,-12,-21,53*,100,-7,97,99,100,98
O=C(N/N=C/C1CC=CCC1)c1ccc(O)cc1O (stereo not given),98,88,-19,23,-70,102,0,101,99,101,101
C=CCN1CCN(C(c2cc(OC)ccc2OC)c2nnnn2CC2CCCO2)CC1 (stereo not given),101,99,x,4,-20,101,1,103,103,102,99
Cc1ccc2[nH]c3c(NCCCN4CCCC4=O)ncnc3c2c1,97,108,x,11,0,99,1,100,98,98,98
Cc1c(C=O)c(=O)n(-c2ccccc2)n1C,100,102,8,10,-19,103,-2,103,102,102,101
S=C(NCc1ccc(Cl)cc1)NN1CCOCC1,102,105,-13,-8,-69,95,-1,102,96,98,95
CCOC(=O)c1sc(NC(=S)NC(=O)c2cccc(Cl)c2)c(C(=O)OCC)c1C,99,99,x,14,-16,102,0,105,102,101,98
Cc1c(C2Nc3ccccc3NC3=C2C(=O)CC(C)(C)C3)cnn1C (stereo not given),95,102,x,-2,-21,100,-5,103,101,100,101
COCCN=C1NN=C(c2cc(C)n(CC3CCCO3)c2C)CS1 (stereo not given),98,101,2,9,-41,95,2,100,96,98,95
O=C(Nc1cccc(S(=O)(=O)N2CCOCC2)c1)C(c1ccccc1)N1CCCCC1 (stereo not given),96,103,11,3,-10,98,0,98,97,98,96
O=C(C[n+]1cnn(CC(=O)c2ccc(Cl)cc2Cl)c1)c1ccc([N+](=O)[O-])cc1,94,97,8,10,-23,98,-1,98,95,95,100
O=C1CN2C(=N1)N(Cc1ccccc1)c1ccccc12,95,99,x,6,9,99,-8,99,101,100,100
Cc1cc(C(=O)Nc2nc(-c3ccccn3)cs2)ccc1[N+](=O)[O-],100,99,5,-21,-59,92,-4,94,93,92,88
O=C(CCn1c(=S)[nH]c2ccccc2c1=O)N1CCOCC1,97,101,x,11,-25,104,-3,107,100,100,101
O=C(N/N=C\c1cccc(Cl)c1)c1ccc(Cn2cccn2)o1,99,98,-20,-11,-28,100,-6,103,101,103,104
CC(Nn1cnnc1)c1cc(Cl)ccc1O (stereo not given),u,103,10,-12,-24,u,3,u,u,u,u
O=c1c2ccccc2nc2c3ccccc3c(NCc3cccnc3)nn12,86,100,x,35,27,72*,8,69*,72*,75*,84
Cc1nc2ccccc2cc1C(=O)N/N=C/c1ccco1,94,95,11,4,-24,103,-5,105,101,102,101
COc1ccc2[nH]c(C)c(CCNC(=S)Nc3ccc(F)cc3)c2c1,101,99,-15,-2,-40,97,-1,99,99,99,98

# The results go on:
canonical_smiles,Rab7 wt modul,RGS8-Gao reg,Pf gamet viab,Mcl1-Noxa inh,Mcl1 Bid PPI,Cdc42 wt,Bim-Mcl-1,Rac1 wt GTP bind,Rab2 wt GTP,HRas wt GTP,Rac1 mut GTP
O=C(Nc1ccc(Cl)cc1)c1ccc(-n2cncn2)c([N+](=O)[O-])c1,98,98,x,-9,-10,96,0,95,96,100,92
Fc1ccc(-c2noc(C3CCN(Cc4cccnc4)CC3)n2)cc1,99,105,x,-3,4,98,-1,98,98,99,97
O=C(CS(=O)c1cccc(C(F)(F)F)c1)Nc1ccccc1Cl (stereo not given),101,97,-8,2,-16,101,-3,105,100,100,99
COc1cc(/C=N/N(C)C)ccc1OC(=O)c1cccs1,90,102,-26,-1,-28,94,0,94,94,92,92
CCCC(=O)Nc1ccc(C(=O)NCc2ccccn2)cc1,95,100,-3,8,0,98,0,100,97,98,97
CN(CCNC(=O)Cn1c(=O)sc2ccccc21)Cc1ccccc1,104,109,x,43,-26,107,2,110,102,105,100
CCOc1ccc(N(Cc2cc3ccc(C)cc3[nH]c2=O)S(C)(=O)=O)cc1,97,102,x,18,6,100,0,101,97,100,99
CN(C)S(=O)(=O)c1ccc(NC(=S)NC(=O)c2cccs2)cc1,106,102,18,12,-60,99,-5,99,99,97,95
COCCNc1cc(NCCOC)c([N+](=O)[O-])cc1[N+](=O)[O-],99,103,-17,12,-18,101,-3,100,100,102,99
CCc1ccc(NC(=O)c2ccc3c(c2)C(=O)N(CCOC)C3Nc2ccc(CC)cc2)cc1 (stereo not given),95,102,x,5,-8,104,-3,108,100,100,100
CCN1CCN(CCCNC(=O)C2CCCN(c3nnc(-n4cccc4)s3)C2)CC1 (stereo not given),101,101,x,12,-80,102,-3,101,100,101,96
CCc1ccc(C(=O)NCc2ccc(Cl)cc2Cl)cc1,98,99,9,11,-20,99,-1,100,97,97,100
COCCn1c(SCC(N)=O)nnc1-c1c[nH]c2ccccc12,99,100,x,5,-32,96,1,98,98,95,98
NS(=O)(=O)c1ccc(CCNC(=O)Cc2ccccc2[N+](=O)[O-])cc1,103,101,2,9,-30,100,-4,102,98,99,97
COc1ccccc1-c1coc2cc(O)cc(O)c2c1=O,97,104,x,16,0,98,1,100,98,100,99
Cn1nc([N+](=O)[O-])nc1Oc1ccccc1F,96,103,12,17,-4,96,0,99,95,95,95
CN(C(=O)NC1CCCCC1)c1ccccc1,97,101,-2,-7,-25,97,51*,97,98,98,95
Cc1sc(NC(=O)c2oc3ccccc3c2C)c(C#N)c1C,96,99,x,8,9,101,0,99,98,100,99
Cc1ccc(Cl)c2c1NC(=O)C2(O)CC(=O)c1ccccc1O (stereo not given),102,98,x,14,-8,106,-6,103,100,100,99
Cc1cc(NC(=O)CSc2nnc(NC(=O)C3CC(=O)N(c4ccccc4)C3)s2)no1 (stereo not given),101,119,-8,-56,51*,99,2,102,99,99,97
O=C(CCn1cnnn1)Nc1ccc(F)cc1,104,103,-46,-6,-27,99,2,100,101,101,98
Cc1ccc(-c2nn(C)c(=O)c3ccccc23)cc1S(=O)(=O)N1CCCC1,100,101,x,-8,-27,102,0,105,98,100,100
CCC(Oc1cc(Cl)ccc1Cl)C(=O)NNC(=O)CCC(=O)O (stereo not given),99,60,24,17,2,102,-1,101,100,99,97
C#CCOCCOCCOCCNc1nc(N2CCN(C(=O)[C@H](CCC(=O)O)n3cc(C(N)[C@H](C)CC)nn3)CC2)nc(N2CCN(C(=O)[C@H](CCC(=O)O)n3cc(C(N)[C@H](C)CC)nn3)CC2)n1 (stereo not given in full),98,88,x,8,12,99,-2,100,99,97,99
N=C1C(c2nc3ccccc3c(=O)[nH]2)=C(O)CN1c1ccccc1,95,104,x,34,15,94,0,93,94,95,93
CCOC(=O)c1c(-c2cccs2)csc1NC(=O)CN(CC)CC,101,55*,-25,-13,-5,103,-5,103,102,102,100
O=C(Nc1ccon1)c1cc(-c2ccccc2)nc2ccccc12,102,100,27,-2,-2,104,-3,106,100,102,101
CCC(C)(C)n1nnnc1C(c1cc2cc(OC)ccc2[nH]c1=O)N1CCc2ccccc21 (stereo not given),94,102,x,6,-39,97,-6,96,97,98,95
CCCSc1nnc(NC(=O)c2ccco2)s1,94,98,4,4,4,96,-3,96,96,94,96
CC(C)(C)n1ncc2c(=O)n(CC(=O)N3CCCCC3)cnc21,96,102,13,11,-20,98,-1,99,99,98,98

# Additional records:
canonical_smiles,Rab7 wt modul,RGS8-Gao reg,Pf gamet viab,Mcl1-Noxa inh,Mcl1 Bid PPI,Cdc42 wt,Bim-Mcl-1,Rac1 wt GTP bind,Rab2 wt GTP,HRas wt GTP,Rac1 mut GTP
NC(=O)COc1ncnc2scc(-c3ccc(F)cc3)c12,92,97,-10,25,-23,97,-3,94,98,95,97
FC(F)(F)c1ccc2c(c1)[nH]c(=S)n2C1CC1,103,109,-14,4,-103,99,-2,104,99,100,95
CCOCCn1c(SCC)nc2c1c(=O)[nH]c(=O)n2C,98,94,x,3,-27,103,-2,109,105,101,100
O=C(Nc1ccc(NC(=O)c2cccs2)cc1)c1cccnc1,107,101,1,-2,-25,96,1,100,101,99,98
COc1ccc(S(=O)(=O)NC(C)C(=O)Nc2ccccc2F)cc1 (stereo not given),102,100,10,5,-9,96,1,102,102,103,98
Cc1ccc(S(=O)(=O)c2cccc(S(=O)(=O)N3CCCC3)c2)cc1S(=O)(=O)N1CCCC1,100,102,0,-11,-2,97,4,103,98,99,98
Oc1oc(-c2ccccc2)nc1C=NCc1ccccc1,97,99,x,4,-88,105,3,111,100,102,104

# Source: PubChem (several laboratories)
